KCNQ1 act: potentiators or activators of KCNQ1 channel, primary screen, cell-based, thallium flux, high-throughput; B-score at 10 µM; 310,000 compounds, 0.35% hits; CHO-K1 KCNQ1, thallium flux FluxOR fluorescence; hits give high values; AID 2648, 2010;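 active = fluorescence ratio B-score, a plate-corrected score, at least three library SD, with initial intensity B-score within 5 SD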
Target sequence (P51787 whole entry, looked up): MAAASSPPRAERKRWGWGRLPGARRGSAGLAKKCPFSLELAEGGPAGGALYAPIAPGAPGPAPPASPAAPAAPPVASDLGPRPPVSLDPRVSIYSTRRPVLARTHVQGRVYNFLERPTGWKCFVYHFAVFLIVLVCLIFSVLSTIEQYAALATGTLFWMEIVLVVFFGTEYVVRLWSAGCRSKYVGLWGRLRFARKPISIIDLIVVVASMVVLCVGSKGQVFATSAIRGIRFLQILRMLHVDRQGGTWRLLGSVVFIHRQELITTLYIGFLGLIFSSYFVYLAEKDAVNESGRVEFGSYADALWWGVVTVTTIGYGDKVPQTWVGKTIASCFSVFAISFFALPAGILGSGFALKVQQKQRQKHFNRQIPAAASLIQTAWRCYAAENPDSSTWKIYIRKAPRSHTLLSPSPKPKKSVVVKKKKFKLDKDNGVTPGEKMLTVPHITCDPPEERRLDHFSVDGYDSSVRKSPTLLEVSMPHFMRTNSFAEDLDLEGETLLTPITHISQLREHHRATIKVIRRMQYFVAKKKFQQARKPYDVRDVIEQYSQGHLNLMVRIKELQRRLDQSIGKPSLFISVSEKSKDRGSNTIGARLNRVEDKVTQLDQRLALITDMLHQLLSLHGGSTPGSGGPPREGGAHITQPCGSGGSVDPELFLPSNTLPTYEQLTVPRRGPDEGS
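System: CHO-K1 cells stably expressing KCNQ1 / Medium: assay buffer for compound exposure, DMSO matched across wells / Reagent: thallium- and potassium-containing depolarizing buffer / Compound: one concentration, matched DMSO / Incubation: 20 min compound pretreatment at room temperature / Measured by: kinetic FluxOR fluorescence, 10 s baseline plus 110 s post-stimulus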
Dyrk1A ADPGlo: rat Dyrk1A kinase inhibitors, primary screen, biochemical, single point, plate reader | Dual specificity tyrosine-phosphorylation-regulated kinase 1A (Rattus norvegicus), Q63470 | ADP-Glo luminescence, NFATc1 peptide | inhibition, % at 12.5 µM | 310,000 compounds, 0.43% hits | AID 504441, 2011; in the data active = inhibition above about 50%;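 also: plate controls were vehicle with enzyme for no effect and no enzyme for full effect; many of its hits are not listed in these tables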
hERG rescue: hERG rescue from dofetilide block, primary screen, cell-based, CHO-hERG, FluxOR thallium flux, dofetilide IC70; activation (rescue from dofetilide block), less the hit threshold, % at 10 µM; Voltage-gated inwardly rectifying potassium channel KCNH2 (Homo sapiens), Q12809; dofetilide IC70 present; 310,000 compounds, 0.51% hits;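 active = activation above the mean of controls blocked by dofetilide plus 5 SD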;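 also: thallium influx through hERG after potassium depolarization seen as dye fluorescence rise; in these data hits start at about 4.7%; inactives centre near -7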
HDAC3 inhib: HDAC3 deacetylase inhibitors, primary screen, biochemical, fluorescence, cell-free homogeneous; AID 2718, 2010; recombinant HDAC3, fluorogenic peptide/trypsin coupled; 320,000 compounds, 0.15% hits; inhibition, % at 8.3 µM; in the data active = inhibition above about 26%, passing the limit was not always enough
TRPC4 act: activators of mouse TRPC4 channel, primary screen, Fluo4 calcium, HEK293 TRPC4beta/mu-opioid cells. Fluo4 calcium fluorescence; hits give high values. 310,000 compounds, 0.49% hits. AID 2237, 2010. B-score at 10 µM. Short transient receptor potential channel 4 (Mus musculus), Q9QUQ5;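 active = B-score above 5 SD of library B-scores, and initial fluorescence ratio not above library mean plus 5 SD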;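 also: positive B-score marks a calcium rise read as TRPC4 activation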
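Incubation: 45 min room-temperature Fluo4 loading, 110 s read / System: HEK293 cells stably co-expressing mouse TRPC4beta and mu-opioid receptor / Signal: Fluo4 fluorescence, kinetic / Control set: buffer (low) and maximal DAMGO (high) / Measure: integrated baseline-normalised fluorescence ratio, converted to per-well B score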
KCNQ1 inh: inhibitors of human KCNQ1 channel, primary screen, cell-based, thallium flux, high-throughput; CHO-K1 KCNQ1, FluxOR thallium flux fluorescence; hits give high values; B-score at 10 µM; 310,000 compounds, 1.3% hits; Potassium voltage-gated channel subfamily KQT member 1 (Homo sapiens), P51787;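 active = compounds whose thallium flux B-score, printed positive for inhibition, exceeds three library SD while starting fluorescence stays within three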;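 also: channel opened by potassium depolarization with thallium stimulus after 20 min compound exposure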
ANO1 activ: TMEM16A chloride channel activators or potentiators, primary screen, cell-based, HTS. Anoctamin-1 (Mus musculus), Q8BHY3. HEK293 TMEM16A/YFP-H148Q/I152L, iodide quench fluorescence; hits give low values. B-score at 10 µM. 340,000 compounds, 0.3% hits. AID 623877, 2012;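 active = fluorescence-ratio B-score plate-corrected deviation score at least 3 library SD below zero, with starting fluorescence score within 5 deviations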;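 also: channel opened by trigger with iodide after compound preincubation; score built on the fluorescence ratio of max minus min over baseline; more negative score means more quench and so TMEM16A activation or potentiation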
KCNK9 inh: KCNK9 potassium channel inhibitors, primary screen, HEK293 cells, thallium flux; AID 488922, 2010; Potassium channel subfamily K member 9 (Homo sapiens), Q9NPC2; FluxOR thallium flux fluorescence; hits give low values; 310,000 compounds, 1.2% hits; B-score at 10 µM;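 active = ratio B-score over 3 SD below the library mean, with starting fluorescence within 5 SD of its mean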;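 also: negative B-score means less thallium flux so channel inhibition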
TMEM16A inh: TMEM16A chloride channel inhibitors, primary screen, cell-based, HTS; Anoctamin-1 (Mus musculus), Q8BHY3; HEK293 TMEM16A/YFP iodide influx fluorescence, ionomycin; normalized B-score (activity score, 25-100; higher = stronger inhibition) at 10 µM; 310,000 compounds, 1.2% hits;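 active = ratio plate-corrected score three or more library SD toward inhibition, starting fluorescence score within five deviations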;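 also: score derived from kinetic fluorescence span divided by baseline fluorescence per well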
KCNK3 inh: human KCNK3 channel inhibitors, primary screen, CHO cells, FluxOR thallium flux, B-score; B-score at 10 µM; Potassium channel subfamily K member 3 (Homo sapiens), O14649; 340,000 compounds, 0.84% hits; AID 602410, 2012; FluxOR fluorescence; hits give low values;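 active = B-score under library mean minus 4 SD, starting fluorescence ratio at most library mean plus 5 SD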;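 also: more negative B-score means stronger inhibition of thallium flux through KCNK3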
Target sequence (O14649 whole entry, looked up): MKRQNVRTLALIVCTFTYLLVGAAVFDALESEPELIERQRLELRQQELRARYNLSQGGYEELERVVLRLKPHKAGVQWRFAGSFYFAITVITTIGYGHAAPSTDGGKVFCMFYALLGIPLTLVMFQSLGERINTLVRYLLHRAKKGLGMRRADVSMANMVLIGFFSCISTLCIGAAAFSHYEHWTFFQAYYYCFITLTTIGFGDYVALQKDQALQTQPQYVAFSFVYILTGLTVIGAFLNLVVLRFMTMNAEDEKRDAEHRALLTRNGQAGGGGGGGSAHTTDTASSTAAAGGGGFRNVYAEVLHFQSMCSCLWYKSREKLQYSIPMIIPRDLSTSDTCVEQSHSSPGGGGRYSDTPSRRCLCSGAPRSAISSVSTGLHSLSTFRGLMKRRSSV
TRPC4 PAM: positive allosteric modulators of TRPC4, primary screen, cell-based, mouse TRPC4beta, HEK293 mu-opioid, Fluo-4 calcium | AID 2227, 2009 | B-score at 10 µM | Short transient receptor potential channel 4 (Mus musculus), Q9QUQ5 | DAMGO EC20, Fluo-4 Ca2+ flux; hits give high values | 310,000 compounds, 0.42% hits;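 active = B-score of calcium response area above 5 SD of library B-scores, with initial fluorescence ratio within 5 SD of library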;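 also: B-score of integrated fluorescence ratio over time as area under calcium response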
Active calls of the source: *; i = inactive; x = not tested or not shown. Not all compounds are listed (hit frequency here may not be typical).

SMILES	KCNQ1 act	Dyrk1A ADPGlo	hERG rescue	HDAC3 inhib	TRPC4 act	KCNQ1 inh	ANO1 activ	KCNK9 inh	TMEM16A inh	KCNK3 inh	TRPC4 PAM
Cc1ccc(NS(=O)(=O)c2ccc(C(=O)N3CCC3)cc2)cc1	i	-10	-15	-4	i	i	i	i	i	i	i
COc1ccc(N2CCN(C(=O)CSc3nc4ccccc4c(=O)[nH]3)CC2)cc1	i	-1	-1	-1	i	i	i	i	i	i	i
CCC(OC(=O)c1nsc(Cl)c1Cl)C(=O)NCCc1ccccc1 (centres undefined)	i	0	-10	0	i	i	i	i	i	i	i
Cc1ccc(/C(CSc2nccn2-c2ncc(C(F)(F)F)cc2Cl)=N\O)cc1	i	10	-9	3	i	i	i	i	i	i	i
O=C(O)C1CCCCC1C(=O)NCc1ccccc1 (centres undefined)	i	5	-10	2	i	i	i	i	i	i	i
N#CCCN1CCN(S(=O)(=O)c2ccc(S(=O)(=O)NCc3ccccc3)cc2)CC1	i	1	-10	-2	i	i	i	i	i	i	i
C=CCn1c(N2CCN(c3ccc(OC)cc3)CC2)nc2c1c(=O)n(C)c(=O)n2C	i	x	-9	6	i	i	i	i	i	i	i
Cc1cccc(NC(=O)NC2CCCCCCC2)c1C	i	-8	-8	10	i	i	i	i	i	i	i
CC(=O)Nc1cc2c(cc1NC(=O)Cn1nc(-c3ccccc3F)ccc1=O)OCCO2	i	-6	-9	-1	i	i	i	i	i	i	i
CN(C)c1ccc(C=C2C(=O)OC(C)(C(C)(C)C)OC2=O)cc1 (centres undefined)	i	-5	-5	-3	i	i	i	i	i	i	i
Cc1ccc(NC(=S)N/N=C/c2c(Cl)cccc2Cl)c(C)c1	i	4	7.7*	4	i	i	i	i	i	i	i
CC(=O)Nc1ccc(-c2nn[nH]n2)cc1Cl	i	14	-5	5	i	i	i	i	i	i	i
O=C(NNC(=O)c1ccc(NC(=O)c2ccccc2)cc1)c1ccc(F)cc1	i	-2	-4	-5	i	i	i	i	i	i	i
COc1ccc(-c2nn(CC(=O)N3CCCCC3)c(=O)c3ccccc23)cc1	i	x	-3	-5	i	i	x	i	i	x	i
CCOC(=O)c1csc(-c2sccc2Br)n1	i	1	-13	-2	i	i	i	i	i	i	i
COc1ccc(C(=O)NCC(=O)N/N=C/c2cccc(OC(=O)c3ccco3)c2)cc1OC	i	8	-8	9	i	i	i	i	i	i	i
CNC(=O)c1[nH]cnc1C(=O)NCC(=O)OCc1ccccc1	i	3	-12	-1	i	i	i	i	i	i	i
CC(C)OC(=O)CC12CN(C)CC(CC(=O)OC(C)C)(CN(C)C1)C2=O	i	4	-7	3	i	i	i	i	i	i	i
Cc1ccccc1OC(C)C(=O)Nc1cccnc1 (centres undefined)	i	-12	-3	-5	i	i	i	i	i	i	i
CO/N=C/c1cn(-c2ccc(Cl)cc2)nn1	i	2	-5	-9	i	i	i	i	i	i	i
COc1cc(/C=N/N=C2/C(=O)Nc3ccccc32)ccc1O	i	35	-13	-1	i	i	i	i	i	i	i
Cc1ccccc1NC(=O)CN(C)S(=O)(=O)c1cccs1	i	2	-6	6	i	i	i	i	i	i	i
O=C(/C=C/c1ccco1)N/C(=C\c1ccco1)C(=O)NCCc1nc2ccccc2[nH]1	i	-5	-6	5	i	i	i	i	i	i	i
COc1cc(C=O)c(Br)cc1OCC(=O)NCc1ccccc1	i	34	-11	-2	i	i	i	i	i	i	i
Cc1ccccc1N1C(=O)c2ccccc2C1Nc1cccnc1 (centres undefined)	i	4	-5	7	i	i	i	i	i	i	i
CCOC(=O)C1(CCCCCCOc2ccc(Cl)cc2)CO1 (centres undefined)	i	x	-4	9	i	i	x	i	25*	x	i
Cc1ccc(NC(=O)CCC(=O)c2ccc(Br)cc2)cc1	i	-3	1	-2	i	i	i	i	i	i	i
O=S(=O)(NCc1csc(-c2cccnc2)n1)c1ccc(F)cc1	i	-2	-3	-2	i	i	i	i	i	i	i
COc1ccc(/C(C#N)=C/c2c(-c3ccc(Cl)cc3)nc3c(C)cccn23)cc1	i	5	-11	-9	i	i	i	-11*	i	-10*	i
CC(C)Cn1nc(NC(=O)C2CCCO2)c2cc3ccccc3nc21 (centres undefined)	i	3	-13	-8	i	i	i	i	i	i	i

Whole records, looked up by structure. Order of screens: KCNQ1 act, Dyrk1A ADPGlo, hERG rescue, HDAC3 inhib, TRPC4 act, KCNQ1 inh, ANO1 activ, KCNK9 inh, TMEM16A inh, KCNK3 inh, TRPC4 PAM
COc1cc(/C=N/N=C2/C(=O)Nc3ccccc32)ccc1O is listed with i, 35, -13, -1, i, i, i, i, i, i, i
O=C(/C=C/c1ccco1)N/C(=C\c1ccco1)C(=O)NCCc1nc2ccccc2[nH]1 is listed with i, -5, -6, 5, i, i, i, i, i, i, i

The list goes on:
SMILES	KCNQ1 act	Dyrk1A ADPGlo	hERG rescue	HDAC3 inhib	TRPC4 act	KCNQ1 inh	ANO1 activ	KCNK9 inh	TMEM16A inh	KCNK3 inh	TRPC4 PAM
Cc1cc(/C=C2/NC(=O)NC2=O)c(C)n1-c1cccnc1	i	-4	-3	5	i	i	i	i	i	i	i
C=CCOc1ccc(/C=C2\SC(N)=NC2=O)cc1OC	i	x	-2	3	i	i	i	i	i	i	i
COc1ccc(C(=O)N/N=C(\C)CC(=O)Nc2ccc3c(c2)OCO3)cc1	i	-2	-10	-4	i	i	i	i	i	i	i
CC(=O)Nc1ccc(NC(=O)COC(=O)c2c(C)nn(-c3ccccc3)c2C)cc1	i	-1	-7	-5	i	i	i	i	i	i	i
O=C(O)c1cccc(N2C(=O)c3ccc(Oc4ccc(Cl)cc4)cc3C2=O)c1	i	1	-21	1	i	i	i	i	i	i	i
COc1cc(OC)c(NC(=O)CCNS(=O)(=O)c2ccc3c(c2)oc(=O)n3C)cc1Cl	i	-2	-16	2	i	i	i	i	i	i	i
COc1cc(S(=O)(=O)Nc2c(C)nn(C)c2C)ccc1NC(C)=O	i	-8	-6	0	i	i	i	i	i	i	i
COc1cc(CN2CCN(CC3CC3)CC2CCO)cc(OC)c1 (centres undefined)	i	-1	1	5	i	i	i	i	i	i	i
COc1ccc(O)c(/C=C2/SC(=S)N(Cc3ccccc3)C2=O)c1	i	6	-7	3	i	i	i	i	i	i	i
COc1ccc(CC(=O)Nc2nc(-c3ccncc3)cs2)cc1	i	12	-14	-3	i	i	i	i	i	i	i
Cc1ncc(CO)c2cc(C(=O)Nc3cccc(F)c3)c(=Nc3cccc(C(N)=O)c3)oc12	i	3	-2	-4	i	i	i	i	i	i	i
Cc1nn(S(=O)(=O)N2CCOCC2)c(C)c1Br	i	-1	-10	-2	i	i	i	i	i	i	i
CC1CCC(C(=O)NC(C(=O)NCCN2CCC(C)CC2)C(C)C)CC1 (centres undefined)	i	-1	-6	x	i	i	i	i	x	i	i
COc1cccc(NC(=O)CSc2nnc(-c3cccnc3)o2)c1	i	0	-11	3	i	i	i	i	i	i	i
CC(C)(C)NS(=O)(=O)c1ccc(NC(=O)C2CCCO2)cc1 (centres undefined)	i	-2	-4	2	i	i	i	i	i	i	i
O=C(C1CCCO1)N1CCc2ccccc21 (centres undefined)	i	-3	-12	5	i	i	i	i	i	i	i
CCCn1nnc(NC(=O)c2ccc(OC)cc2)n1	i	-4	-8	8	i	i	i	i	i	i	i
CC1CC2(CC(C)(C(=O)CSc3n[nH]c(-c4ccccc4Cl)n3)OC2=O)C(=O)O1 (centres undefined)	i	-5	-1	5	i	i	i	i	i	i	i
CCCCCCC(=O)NC(Nc1ccc(S(N)(=O)=O)cc1)C(Cl)(Cl)Cl (centres undefined)	i	4	-21	3	i	i	i	i	i	i	i
O=C1CCC([N+](=O)[O-])C(c2ccccc2F)N1 (centres undefined)	i	-2	0	2	i	i	i	i	i	i	i
O=C1CCN(CCCc2ccccc2)CCN1[C@H](CO)Cc1ccccc1	i	-15	0	-3	i	i	i	i	i	i	i
Cc1ccccc1N(CC(=O)N1CCN(c2ccccc2)CC1)S(C)(=O)=O	i	2	-14	-6	i	i	i	i	i	i	i
CCN1C(=O)N[C@@H](c2cccc(F)c2)C(C(C)=O)=C1C	i	28	-7	-3	i	i	i	i	i	i	i
CCOC(=O)N1CCN(C(=O)CN(Cc2ccccc2)S(=O)(=O)c2ccc(OC)c(C)c2)CC1	i	-2	-10	4	i	i	i	i	i	i	i
COc1cccc(CNC(=O)c2ccc(S(=O)(=O)N3CCCC3)cc2)c1	i	-11	-20	-4	i	i	i	i	i	i	i
Cc1cc(C)n2nc(SCC#N)nc2n1	i	-2	-9	-1	i	i	i	i	i	i	i
CCN(CC(=O)Nc1c(F)cccc1F)C(=O)CN(C)S(=O)(=O)c1ccc(F)cc1	i	x	-11	-1	i	i	i	i	i	i	i
COc1ccc(CCNC(=O)Cn2c(=O)n(-c3cc(F)ccc3F)c(=O)c3sccc32)cc1OC	i	0	-13	4	i	i	i	i	i	i	i
CCOC(=O)N1CCN(CC(O)COc2ccccc2[N+](=O)[O-])CC1 (centres undefined)	i	4	-8	2	i	i	x	i	i	i	i
Cc1nn(CC(=O)c2ccccc2)c(=O)c2nn(-c3ccccc3F)c(C)c12	i	13	-6	0	i	i	i	i	i	i	i
CCCc1cc(=O)oc2cc(OC(C)C(=O)NCC3CCC(C(=O)O)CC3)c(Cl)cc12 (centres undefined)	i	7	-9	-3	i	i	i	i	i	i	i
Cc1cc(NC(=O)CCCN2C(=O)/C(=C\c3cccs3)SC2=S)no1	i	-1	-8	x	i	i	i	i	i	i	i
Cc1nc2c3cc(F)ccc3n(Cc3ccccc3F)c2s1	i	-2	-6	5	i	i	i	-8*	i	i	i
O=C(NCc1ccco1)C(Cc1ccccc1)NS(=O)(=O)c1cccc2nsnc12 (centres undefined)	i	-5	-13	-1	i	i	i	i	i	i	i

High-throughput results from PubChem.
